# DDE Tn7 FP inh = inhibitors of Tn7 peptide binding to human fibrin DD(E); P02675; FP displacement of FITC-Tn7 peptide from fibrin DD(E); 0% = median of compound wells per plate; inhibition, % at 8.3 µM; hit rate 0.13% among 370,000; AID 720508;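 active = inhibition above the mean of compounds falling within the control limits plus 3 SD of them, cut at about 14% in these data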;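 also: 0% = plate median of compound wells and 100% = 10 µM Aha-Tn7 peptide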
#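 assay system = human clot-derived fibrin DD(E) complex | quantity = Fibrin-DD(E) at 2 µM final | timing = 10 min preincubation, 3 h with tracer, room temperature | signal = fluorescence polarization | measure = percent inhibition | benchmarks = high control wells with 10 µM unlabelled Aha-Tn7 peptide (full inhibition) | replicates = singlicate testing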
# ADAM17 inh = inhibits human ADAM17; P78536; hit rate 0.83% among 370,000; inhibition, % at 6.95 µM; recombinant ADAM17, EDANS/DABCYL FRET peptide cleavage; AID 720648;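 active = inhibition above the mean of compounds lying between control limits plus 3 SD, set per campaign, cut at about 8.5% in these data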;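 also: 0% = DMSO-only wells as the low control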
# ARFGAP1 inhibitor = rat ARFGAP1 inhibition; Q62848; Arfgap1-stimulated ARF1 GTP hydrolysis, GDP FP detection; inhibition, % at 16.5 µM; hit rate 0.26% among 360,000;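 active = inhibition above a per-plate limit, mean inhibition of low control wells plus 3 SD, cut at about 25% in these data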;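 also: 0% = DMSO wells with enzyme and 100% = wells lacking Arfgap1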
# Target sequence (Q62848 1-136 limits assumed): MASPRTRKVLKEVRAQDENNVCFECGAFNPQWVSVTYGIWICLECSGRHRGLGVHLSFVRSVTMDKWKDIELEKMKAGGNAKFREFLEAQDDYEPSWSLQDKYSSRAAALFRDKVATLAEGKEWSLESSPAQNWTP
#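 Material: rat Arfgap1 catalytic domain, aa 1-136; also added: human ARF1(Δ1-17)-GTP substrate; compound dosing: one concentration, 16.5 µM, DMSO 1.26%; incubation: GTP hydrolysis reaction 2 h at 25 °C; measured by: Tracer-displacement fluorescence polarization with EDTA stop, 620/688 nm; evaluation: % inhibition from polarization; repeats: one replicate per compound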
# KLK7 zymogen act = proKLK7 (human) activation, primary screen; P49862; hit rate 0.9% among 370,000; purified proKLK7, EDANS-DABCYL substrate fluorescence; 100% is mature enzyme control, 0% vehicle; activation, % at 7 µM;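 active = activation above the mean of all tested compounds plus 3 SD, computed per campaign excluding outliers beyond control limits, cut at about 13% in these data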
# UHRF1 MBD2 ctr = human UHRF1 methylated DNA binding inhibitors; Q96T88; UHRF1 binding to methylated oligo, TR-FRET; inhibition, % at 4.4 µM; hit rate 0.75% among 370,000; in the data active = inhibition above about 21%;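 also: UHRF1 SRA domain binding a hemimethylated CpG hairpin DNA probe; 0% = median of test compound wells and 100% = reference inhibitor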
# Target sequence (Q96T88 whole entry, looked up, the tested form may be a part): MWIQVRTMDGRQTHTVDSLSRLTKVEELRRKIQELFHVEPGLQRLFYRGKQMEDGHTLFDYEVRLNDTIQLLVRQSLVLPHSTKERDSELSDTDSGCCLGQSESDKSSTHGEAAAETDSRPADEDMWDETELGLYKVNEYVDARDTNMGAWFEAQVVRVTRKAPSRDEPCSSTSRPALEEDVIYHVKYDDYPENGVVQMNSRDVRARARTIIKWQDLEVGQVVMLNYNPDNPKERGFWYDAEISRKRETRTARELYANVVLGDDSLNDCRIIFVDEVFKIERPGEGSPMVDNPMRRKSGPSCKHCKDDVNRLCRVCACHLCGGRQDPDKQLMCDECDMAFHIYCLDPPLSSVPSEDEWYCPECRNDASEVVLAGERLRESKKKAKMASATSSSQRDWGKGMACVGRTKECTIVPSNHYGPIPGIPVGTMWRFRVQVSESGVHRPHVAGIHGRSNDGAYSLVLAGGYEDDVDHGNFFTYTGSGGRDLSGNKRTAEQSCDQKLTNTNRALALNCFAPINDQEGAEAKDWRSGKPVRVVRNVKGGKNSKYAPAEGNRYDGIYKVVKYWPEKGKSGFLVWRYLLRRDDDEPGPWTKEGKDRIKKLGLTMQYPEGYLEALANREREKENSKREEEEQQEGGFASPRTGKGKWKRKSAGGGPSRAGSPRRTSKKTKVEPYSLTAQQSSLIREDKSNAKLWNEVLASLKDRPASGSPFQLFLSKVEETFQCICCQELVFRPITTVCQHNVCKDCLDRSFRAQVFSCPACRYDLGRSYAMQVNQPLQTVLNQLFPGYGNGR
# MBD2 inh = inhibitors of human MBD2 binding to methylated oligonucleotide; TR-FRET; inhibition, % at 4.4 µM; hit rate 0.31% among 370,000; AID 686964; in the data active = inhibition above about 13%
# PLCb3 inh = blocks human PLC-beta3 enzyme activity; Purified PLC-beta3, fluorogenic substrate, fluorescence; inhibition, % at 12.2 µM; hit rate 0.18% among 370,000; in the data active = inhibition above about 11%;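 also: 0% = median of compound wells on plate and 100% = full blocker control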
# ASAP1 inh = blocks human ASAP1-stimulated Arf1 GTP hydrolysis; GDP FP detection; hit rate 0.19% among 360,000; AID 624377; Q9ULH1; inhibition, % at 16.5 µM; in the data active = inhibition above about 25%;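 also: 0% = vehicle with enzyme and substrate and 100% = no enzyme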
# PLCg1 inh = inhibitors of human phospholipase C gamma1. AID 720700. inhibition, % at 12.2 µM. hit rate 0.84% among 370,000. purified PLC-gamma1, fluorogenic substrate, fluorescence. P19174; in the data active = inhibition above about 9.5%
# DDE Tn6 FP inh = disrupts Tn6 cyclic peptide binding to fibrin D-Dimer-E complex. P02675. Fibrin DD(E) TRITC-Tn6 fluorescence polarization displacement. inhibition, % at 8.3 µM. hit rate 0.21% among 370,000. AID 720509;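 active = inhibition above a per-campaign cutoff: mean of compounds within control limits plus 3 SD, cut at about 15% in these data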;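 also: 0% = median of all compound wells on the plate and 100% = blocking peptide control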
# Starred values were filed as active, the others as inactive; i = inactive; · = no result given.
# The first four entries as a preview:
Compound	PLCg1 inh	ARFGAP1 inhibitor	MBD2 inh	DDE Tn6 FP inh	ASAP1 inh	DDE Tn7 FP inh	PLCb3 inh	UHRF1 MBD2 ctr	KLK7 zymogen act	ADAM17 inh
O=c1[nH]c(CSc2cccc[n+]2[O-])nc2ccccc12	-8	-4	-4	0	7	6	-14	-4	-0.3	-4
CC[C@@H](C)[C@@H](C(=O)N1CCN(C(=O)OC(C)(C)C)CC1)n1cc(CCCN=C(NC(=O)OC(C)(C)C)NC(=O)OC(C)(C)C)nn1	-1	5	3	1	9	1	6	2	0.5	-2
O=C(NCC1CCCO1)C1CCN(C2CCN(C(=O)C3CCCCC3)CC2)CC1 (configuration not stated)	1	7	3	6	-4	7	2	-3	0.1	0
O=S(=O)(c1ccc(Oc2ccc(-c3nnco3)cc2)nc1)N1CCC(Cc2ccccc2)CC1	0	10	2	2	17	-4	-2	0	-0.3	-1

# Results, from the first entry:
Compound	PLCg1 inh	ARFGAP1 inhibitor	MBD2 inh	DDE Tn6 FP inh	ASAP1 inh	DDE Tn7 FP inh	PLCb3 inh	UHRF1 MBD2 ctr	KLK7 zymogen act	ADAM17 inh
O=c1[nH]c(CSc2cccc[n+]2[O-])nc2ccccc12	-8	-4	-4	0	7	6	-14	-4	-0.3	-4
CC[C@@H](C)[C@@H](C(=O)N1CCN(C(=O)OC(C)(C)C)CC1)n1cc(CCCN=C(NC(=O)OC(C)(C)C)NC(=O)OC(C)(C)C)nn1	-1	5	3	1	9	1	6	2	0.5	-2
O=C(NCC1CCCO1)C1CCN(C2CCN(C(=O)C3CCCCC3)CC2)CC1 (configuration not stated)	1	7	3	6	-4	7	2	-3	0.1	0
O=S(=O)(c1ccc(Oc2ccc(-c3nnco3)cc2)nc1)N1CCC(Cc2ccccc2)CC1	0	10	2	2	17	-4	-2	0	-0.3	-1
Cc1ccc(C(=O)Oc2ccc(Br)cc2C(=S)N2CCOCC2)cc1	0	3	3	-2	1	-1	-2	1	0.8	3
CSc1ccccc1OCc1cc(C(=O)N(C)Cc2ccncn2)no1	3	-3	3	-1	-1	-3	-9	0	-0.7	-5
CN1CCN(c2ccc(CNS(=O)(=O)c3cccc(F)c3)cc2)CC1	2	1	3	4	-1	5	-7	2	-0.3	-3
COCCNC(=S)N1CCN(S(=O)(=O)c2ccc(Cl)s2)CC1	2	9	-5	3	-3	-6	-6	-3	-0.3	-3
Nc1ncnc2c1ncn2[C@@H]1O[C@H](CO)C[C@H]1O	3	11	-7	4	1	-6	-2	-1	-0.3	1
CCOc1ccccc1C(=O)N[C@H](C(=O)Nc1cc(S(=O)(=O)N(C)C)ccc1OC)C(C)C	-3	-12	3	6	3	5	-9	-1	0.6	-6
COC(=O)c1cc(NS(=O)(=O)c2ccc(C(C)C)cc2)ccc1N1CCOCC1	-28	13	5	-6	-5	-2	-42	2	-1.2	-4
CCc1nc(N2CCN(C(C)=O)CC2)c2c3c(sc2n1)CC(C(C)(C)C)CC3 (configuration not stated)	1	0	-3	0	4	1	-8	2	-0.3	1
Cc1ccc(CNS(=O)(=O)c2ccc3c(c2)n(C)c(=O)n3C)cc1	4	3	-3	-7	-17	5	-6	-1	0.0	-6
COc1cc2c(cc1OC)C(CNC(=O)C=Cc1ccccc1)C2 (configuration not stated)	2	-10	1	-4	3	4	2	0	-0.3	-3
CCn1c(NCc2ccc(N(C)C)cc2)nc2ccccc21	6	-7	-2	-6	-1	2	5	-2	-0.3	0
COC(=O)C1=C(C)N(C)C(=NCc2ccc(C(F)(F)F)cc2)NC1c1ccc(Cl)cc1 (configuration not stated)	5	5	4	-1	-1	0	6	1	0.4	-1
O=C(CCN1CCCCCC1)Nc1ccc(F)c(F)c1	4	-1	-1	-3	-6	-6	1	-1	0.5	-4
COc1ccc(-c2ccc([C@H]3[C@H]4C=CC[C@@H](C)[C@@H]4C(=O)N3Cc3ccccc3)c(F)c2)cc1C	5	-10	2	-5	-16	-10	4	5	0.6	7
Cc1ccc(S(=O)(=O)c2nc(S(C)(=O)=O)sc2NCC2CCCO2)cc1 (configuration not stated)	-1	5	-3	-3	-9	-4	4	-1	0.2	-1
COc1ccc(-c2cn3cccnc3n2)cc1NS(=O)(=O)c1ccccc1	-214	6	-2	-3	-2	-4	-221	-1	16*	-70
CCOC(=O)CC1COCCN1C(=O)c1cc(COc2ccc(F)cc2Cl)on1 (configuration not stated)	-3	-11	2	2	-6	-1	-6	2	0.1	-4
COCCNC(=O)CCCn1c(=O)c2cc(OC)c(OC)cc2n(CC(=O)c2ccccc2)c1=O	-1	-10	-5	3	-1	4	-4	0	0.2	-1
COc1ccc(NC(=O)CSc2n[nH]c(-c3ccncc3)n2)c([N+](=O)[O-])c1	-4	-4	2	-5	0	-3	-10	-1	-0.6	-3
CCN(CC(=O)Nc1ccc2c(c1)OCCO2)CC(=O)Nc1ccc(C)c([N+](=O)[O-])c1	-2	-6	4	-2	-26	7	-4	0	4.4	-4
CC(=O)c1ccc(NC(=S)N(Cc2ccccc2)C(C)C2CC2)cc1 (configuration not stated)	2	-10	-4	6	1	-4	1	0	-0.2	1
COc1ccc(-n2c(N)c(C(=O)NCc3ccco3)c3nc4ccccc4nc32)cc1	-498	4	-9	-1	6	2	i	-7	-4.4	-378
C=CCN(C(=O)[C@@H](C1CC1)[C@@H](O)c1ccc2ccccc2c1)c1ccccc1	-1	·	0	-3	·	-4	0	-2	0.7	-1
COc1cccc(OCC(O)CNC(=O)c2oc3ccc(C)cc3c2C)c1 (configuration not stated)	1	5	3	-7	-1	-1	-7	1	-0.5	-2
CN(C)/C=C/c1oc2ccc(O)cc2c1[N+](=O)[O-]	-10	4	-16	-15	4	1	-12	-22	0.7	-3
COc1ccc(C2=NS(=O)(=O)N(C)C(C(=O)NCc3ccc(F)cc3)=C2)cc1OC	-33	2	3	-4	-5	5	-39	0	0.3	1
C[C@]12C(=O)N(c3ccccc3)C(=O)N1[C@H]1c3ccccc3OC[C@@H]1[C@H]2c1ccccc1	-2	-10	2	0	18	6	8	-1	0.7	4
CC1=NN(c2ccccc2)C(=O)/C1=C\C=C1\N(C)c2ccccc2C1(C)C	2	-3	-18	-3	5	-9	3	-8	0.3	6
CCCCc1noc(-c2c(-c3ccccc3Cl)noc2C)n1	1	7	2	0	-8	11	-4	0	0.0	-6
O=C(Nc1ccccc1)c1ccco1	-1	14	-2	9	-2	7	-5	0	0.1	-1
CC(C)C(=O)Nc1c(-c2ccccc2Cl)c(=O)c2ccccc2n1C	0	5	0	-4	1	2	-4	0	0.4	-7
CC1(C)C2CCC1(C)C(SC(=N)N)C2 (configuration not stated)	-1	-3	1	7	2	-15	0	-1	0.7	-1
COc1cc(C(=O)O)cc(NC(=O)c2cccs2)c1OC	-11	2	2	-6	-3	-12	-10	3	-0.5	2
CC(=O)c1sc(C(C)(C)C)cc1NC(=O)CCC(=O)O	0	-5	4	1	3	-11	-3	3	0.1	-2
COc1ccc(CN(C)C(=O)c2cccc(NS(=O)(=O)c3ccccc3)c2)cc1F	-3	-1	0	0	-11	-5	-2	2	-0.4	2
COc1ccc(N2CCN(Cc3nc4ccsc4c(=O)[nH]3)CC2)cc1	0	-9	3	8	0	4	2	-3	0.1	-2
CCN1CCN(c2c(/C=C3\SC(=S)N(Cc4ccco4)C3=O)c(C)c(C#N)c(=O)n2C)CC1	-45	-1	-4	-8	3	-10	-73	-4	-0.4	-2
CCOC(=O)C(Oc1ccc(=O)n(-c2ccccc2)n1)C(C)=O (configuration not stated)	2	0	8	-1	15	-6	-1	-1	-0.2	-4
CCc1ccccc1NCC(=O)Nc1ccccc1C(=O)OC	-1	-10	0	6	3	1	0	0	-0.5	-5
O=c1c2c(nc3n1CCCCC3)-c1ccccc1CC21CCCCC1	3	8	1	2	-1	-1	1	2	0.0	-2
CCCCn1c(N)c(N(CC)C(=O)CSCc2c(C)noc2C)c(=O)[nH]c1=O	3	16	-4	1	-2	-8	-2	3	-0.2	-3
COc1ccc(C(C(=O)NC(C)(C)C)N(C(=O)CCC(=O)Nc2cc(C)on2)c2cc(C)cc(C)c2)cc1 (configuration not stated)	0	-7	0	-5	-2	0	-6	-3	0.2	-4
O=C(Nc1ccc(Br)cc1)c1ccc2c(c1)OCO2	-1	-3	-4	6	3	3	-6	2	-0.6	-4
COc1ccc(-c2[nH]c(-c3ccc4c(c3)OCO4)nc2-c2ccccc2)cc1	-114	8	6	-4	12	2	-130	17	-5.7	-95
CCC(C)c1ccccc1N1CC(C(=O)NCCc2ccc(OC)c(OC)c2)CC1=O (configuration not stated)	-2	-5	-1	1	5	0	-2	0	0.0	-6
CCOC(=O)/C(=C\Nc1cccc(OCc2ccccc2)c1)NC(=O)c1ccccc1	2	-4	1	10	-8	-3	4	6	0.5	1
C=CCOC(=O)Nc1c(C(=O)OC)[nH]c2ccc(Cl)cc12	-19	-6	-1	-1	-8	2	-24	-1	-2.1	-13
CC1Cc2ccccc2N1S(=O)(=O)c1cccc(C(=O)OCC(=O)NC2CCS(=O)(=O)C2)c1 (configuration not stated)	1	-4	4	0	1	-3	2	3	0.4	0
Clc1ccc(OCCSCc2nc3ccccc3[nH]2)cc1	-7	-1	-3	1	12	8	-9	1	0.7	-2
Cc1ncsc1C(=O)N1N=C2/C(=C/c3ccccc3)CCCC2C1c1ccccc1 (configuration not stated)	-13	30*	6	-1	-6	-2	-21	-3	0.1	-1
Cc1ccc(-n2c(SC/C=C/c3ccccc3)nnc2-c2ccco2)cc1	-1	·	0	-8	·	-6	-2	0	0.1	5
C#Cc1ccc(NC(=O)C2(C)CCN2C(=O)C/C=C/c2ccccc2)cc1 (configuration not stated)	4	7	6	0	-1	3	-10	0	-0.1	0

# (listing goes on)
Compound	PLCg1 inh	ARFGAP1 inhibitor	MBD2 inh	DDE Tn6 FP inh	ASAP1 inh	DDE Tn7 FP inh	PLCb3 inh	UHRF1 MBD2 ctr	KLK7 zymogen act	ADAM17 inh
COc1ccc(S(=O)(=O)N(C)C[C@@H]2OCc3cn(nn3)CCCC(=O)N([C@@H](C)CO)C[C@H]2C)cc1	4	1	-1	-6	-3	-4	1	-4	0.1	-1
CC(C)[C@H]1COCCS(=O)(=O)N1Cc1ccccc1	-3	3	3	1	-9	3	2	-1	-0.2	-1
Cc1nn(CC(=O)OCC(=O)NC(C)c2ccccc2)c(C)c1[N+](=O)[O-] (configuration not stated)	2	3	-4	11	0	0	3	-3	0.2	1
CC(CCN1CCC(CN2C(=S)NCC2Cc2ccccc2)CC1)c1ccccc1 (configuration not stated)	1	4	11	3	1	-3	1	21*	-0.1	-6
CCOC(=O)c1cccc(S(=O)(=O)N2CCOCC2)c1	-1	-5	0	3	-6	3	1	2	0.3	-1
COc1cc2c(cc1OC)CN(C(C)C(=O)Nc1ccc(NC(C)=O)cc1)CC2 (configuration not stated)	-1	4	1	-8	-5	-9	-1	-1	0.5	0

# High-throughput results: PubChem, The Scripps Research Institute Molecular Screening Center
